ER stress surv: ER stress cell death inhibition | CSM14.1 thapsigargin ER stress survival, ATP luminescence | 0.33% of 48,000 active | relative survival (cellular ATP), % at 15 µg/mL (by protocol) | AID 1010;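 active = survival measured by cellular ATP above 50% at 15 µg/ml in the first screen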;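 note: cell death triggered by about 15 µM thapsigargin; ATP read 24 h after thapsigargin was added; plate controls were thapsigargin with DMSO for no effect and DMSO without thapsigargin for full effect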
Active calls of the source: *.

SMILES | ER stress surv
Cc1onc(-c2c(F)cccc2Cl)c1C(=O)N(C)C1CCS(=O)(=O)C1 (configuration not stated) | 0.2
Cc1cccc(C(C)C)c1NC(=O)C1COc2ccccc2O1 (configuration not stated) | 1.8
COc1cc(CN2CCN(S(C)(=O)=O)CC2)cc(OC)c1OC | 6.1
CNC(=S)NCCc1ccc(OC)c(OC)c1 | -5.6
COc1ccc(CC(=O)Nc2cccc(-c3nc4ncccc4o3)c2)cc1OC | -5.2
Cc1ccccc1C(=O)NN1C(=O)CSC1=S | -0.6
Cc1cc(C)n(-c2cc(Nc3ccccc3)nc(-c3ccccc3)n2)n1 | 0.6
O=P(OCCN1CCOCC1)(c1ccccc1)c1ccccc1 | 2.2
C/C(=N\NC(=O)CSc1nc2ccccc2n1Cc1ccccc1)c1ccco1 | 1.7
CCN(C(=O)c1ccccc1[N+](=O)[O-])c1ccccc1 | 3.0
O=c1[nH]c(SCc2ccccc2)nnc1-c1ccccc1 | 6.3
COc1ccc(Cl)cc1C(=O)Nc1ccc(OC(F)(F)F)cc1 | 0.8
Cc1ccc(S(=O)(=O)Nc2cccc3ccc[n+](C)c23)cc1 | 0.2
O=C1N/C(=N\Nc2ccc([N+](=O)[O-])cc2)S/C1=C/c1ccccc1 | -18.9
COc1ccc(/C=C2/SC(=O)N(CNc3ccc(I)cc3)C2=O)cc1 | 0.1
O=[N+]([O-])c1ccc(Cl)c(C2N(c3ccccc3)CCN2c2ccccc2)c1 | 6.4
CCOc1ccc(-c2nc(Cc3ccc(OC)cc3)no2)cc1 | 0.0
Cc1ccc2[nH]c(C(=O)N/N=C/c3cccs3)c(-c3ccccc3)c2c1 | -1.5
Cn1cnc2cc(Nc3nnc(-c4ccccc4)c4ccccc34)ccc21 | -13.3
O=c1/c(=C/c2ccc(-c3ccc([N+](=O)[O-])cc3Cl)o2)sc2nc3cc(Br)cnc3n12 | 2.4
O=C1OC(Oc2ccc(Cl)cc2Cl)(c2ccccc2)c2ccccc21 (configuration not stated) | 3.5
COc1ccc2c(c1)OCC/C2=N\OC(=O)c1ccc(Oc2ccccc2)cc1 | 6.7
O=S(=O)(Nc1ccc2c(c1)OCO2)c1cc(Cl)ccc1Cl | -1.4
COc1cc(/C=N/NC(=O)c2cccnc2)ccc1OS(=O)(=O)c1ccc(F)cc1 | 9.5
Cn1c2c(c(=O)n(C)c1=O)C(c1ccc(OCc3ccccc3)cc1)C1=C(N2)c2ccccc2C1=O (configuration not stated) | 9.8
Clc1ccccc1Cc1noc(-c2ccccc2Cl)n1 | 4.4
COc1cc(/C=N\Nc2nc3ccccc3[nH]2)cc(OC)c1OC | -10.1
COc1ccc(/C=C(\NC(=O)c2ccccc2)C(=O)NN)c(OC)c1 | 28.8
COc1cc(C(=O)NCCC(C)C)c([N+](=O)[O-])cc1OC | 14.0
CC(NC(=O)c1ccccc1)c1ccc(Cl)cc1 (configuration not stated) | 5.3
O=c1c2ccccc2nc(SCc2ccccc2)n1Cc1ccccc1 | 5.4
O=C(O)CN=Cc1c(O)[nH]c2ccccc12 | -6.9
COc1cc(OC)c(C2NC(=S)NC(C)=C2C(=O)Nc2cccc(Cl)c2)cc1OC (configuration not stated) | 9.2
CCOc1cc(/C=N/NC(=O)c2ccccn2)ccc1OC(=O)c1ccccc1 | 6.4
CCc1cccc(C)c1NC(=O)c1ccc(C)c([N+](=O)[O-])c1 | 0.4
O=C(COc1ccccc1Cl)NCCc1nc2ccccc2[nH]1 | 4.4
COC(=O)c1cc(NC(=O)COc2ccccc2)cc(C(=O)OC)c1 | -0.2
Cc1n[nH]c(C)c1Sc1ccccc1N=Cc1cc([N+](=O)[O-])ccc1O | 2.4
CCO/C=N/C1=C(C#N)C(c2ccccc2)C2=C(CC(C)(C)CC2=O)O1 (configuration not stated) | 10.5
CC(=O)Nc1ccc(S(=O)(=O)NCCc2ccc(S(N)(=O)=O)cc2)cc1 | 1.0
CCOc1ccccc1N1CCN(C(=O)C(F)(F)F)CC1 | -2.8
C=CCOc1nc(-c2ccc(Br)cc2)nc2ccccc12 | 1.0
O=C1CCCC2=C1C(c1cccc(Br)c1)C1=C(CCCC1=O)O2 | 2.3
COC(=O)c1c(NC(=O)c2cc([N+](=O)[O-])cc([N+](=O)[O-])c2)c(C#N)c(C)n1-c1ccccc1 | -2.7
CCOc1ccc(C(=O)Nc2ccc(Cc3ccncc3)cc2)cc1Br | 7.0
Cc1ccccc1NC(=O)c1ccc(Br)o1 | -2.0
Cc1ccc(C)c(NC(=O)c2cncc(Br)c2)c1 | -4.8
O=C(N/N=C/c1cccs1)c1sc2cc(Cl)ccc2c1Cl | -1.6
Cc1ccc(S(=O)(=O)N2CCN(C(=O)COc3ccccc3)CC2)cc1 | -0.7
CC(C)OC(=O)c1ccc(NC(=O)C(C(C)C)N2C(=O)c3ccccc3C2=O)cc1 (configuration not stated) | -3.4
(continued)
SMILES | ER stress surv
CCN(CC)c1ccc(NC(=S)Nc2ccccc2)cc1 | -2.0
NC(=O)c1ccccc1N=Cc1cc(Cl)cc(Cl)c1O | 4.3
O=C(NCC1CCCO1)c1ccc(C(=O)NCC2CCCO2)nc1 (configuration not stated) | 12.4
CC(Cc1ccccc1)N=C(N)/C(C#N)=C\c1[nH]c2ccccc2c1O (configuration not stated) | -7.7
O=C1NC(=Nc2cccc(O)c2)S/C1=C/C(Cl)=C/c1ccc([N+](=O)[O-])cc1 | -3.1
COc1ccc(Cl)cc1NC(=O)CCN1C(=O)c2ccccc2C1=O | 3.9
COc1ccc(N(CC(=O)Nc2ccc(C)cc2C)S(=O)(=O)c2ccc(C)cc2)c(OC)c1 | 5.6
COc1ccc(CC(=O)Nc2nc(-c3ccc4ccccc4c3)cs2)cc1 | 5.2
O=C(NCc1ccncc1)C1CCCC1 | 2.0
CCOc1cc(C(=O)Nc2ccc(Br)cn2)cc(OCC)c1OCC | 0.1
COc1cc2ccccc2cc1C(=O)Nc1cccc(S(N)(=O)=O)c1 | -1.7
C#CCOc1c(Br)cc(C2C(C(=O)OC)=C(C)NC3=C2C(=O)c2ccccc23)cc1OC (configuration not stated) | 4.3
COc1ccc2c(c1)CC/C2=N/OC(=O)c1ccc(OC)c([N+](=O)[O-])c1 | 5.4
C=C(C)C1CCC(C)=C1CC(C)(C)/C=N\n1cnnc1 (configuration not stated) | 4.6
COc1ccccc1-c1c(C(F)(F)F)oc2c(CN3CC(C)OC(C)C3)c(O)ccc2c1=O (configuration not stated) | 2.3
O=C(Nc1cc2c(s1)CCCC2)c1ccccc1 | -5.5
COC(=O)CCC(=O)c1ccc(C(C)(C)c2ccc(C(=O)CCC(=O)OC)s2)s1 | -0.3
Cc1ccc(-c2csc(N/N=C/c3cc(Br)ccc3O)n2)cc1 | -3.1
C=C(C)CN1CCN(c2c(Cc3ccccc3)c(C)c(C#N)c3nc4ccccc4n23)CC1 | 7.6
COc1ccc(C(=O)NCC2CCCO2)c(OC)c1 (configuration not stated) | 6.3
O=C1CC(c2ccccc2)CC2=C1C(c1ccc(OC(F)(F)F)cc1)Nc1ccccc1N2 (configuration not stated) | 5.2
COc1cccc(NC(=O)c2cc(-c3ccc(OC)c(OC)c3)nc3ccccc23)c1 | 1.2
Cc1ccc(C(=O)Nc2ccc(Nc3ccccc3)cc2)cc1[N+](=O)[O-] | 0.5
COc1ccc(C2CC(=O)C3=C(C2)Nc2ccccc2NC3c2ccc(C)o2)cc1 (configuration not stated) | 2.3
CC(C)Oc1ccccc1C1Nc2ccccc2NC2=C1C(=O)CC(c1ccc(Cl)cc1)C2 (configuration not stated) | -0.5
CCOc1ccc(S(=O)(=O)n2cnc3cc([N+](=O)[O-])ccc32)c2ccccc12 | 4.6
COc1cc(C=NN2CCN(Cc3ccc(C)cc3C)CC2)cc(OC)c1OC | -1.0
CN1C(=O)CC(N2CCN(C/C=C/c3ccccc3)CC2)C1=O (configuration not stated) | 5.9
C=CCc1ccccc1OCCOc1ccc(/C=C2/SC(=S)N(C)C2=O)cc1 | 6.5
O=C(N/C(=C/c1cccs1)C(=O)N1CCOCC1)c1ccccc1 | 0.4
COc1cccc(C(=O)Nc2cccc(Cl)c2C)c1 | 22.9
COc1ccc(CN2CCN(C3CCCC(C)C3)CC2)c(OC)c1OC (configuration not stated) | 0.0
N#CC1=C(N)SC(N)=C(C#N)C1c1cccc(Cl)c1 | -9.5
COc1ccc(N(CC(=O)NCC2CCCO2)S(=O)(=O)c2ccccc2)cc1 (configuration not stated) | 6.5
O=[N+]([O-])c1cccc(NN=C2CCCC2)c1 | -13.4
CCOC(=O)c1ccc(NC2C=CS(=O)(=O)C2)cc1 (configuration not stated) | -4.1
COc1ccc(NC(=O)CSc2ccccn2)cc1 | 2.0
Cc1nnc(SCC(=O)n2c3c(c4ccccc42)CCCC3)s1 | 5.8
Cc1nn(-c2ccccc2)c(C)c1/C=N/O | 10.8
O=C(N/N=C/c1ccc(F)cc1)C(=O)Nc1cccc(Cl)c1 | 1.0
Cc1oc(-c2ccccc2)cc1C(=O)Nc1ccc(N(C)C)cc1 | 2.1
Cc1ccc(N(CC(=O)NCCSc2ccc(Cl)cc2)S(C)(=O)=O)cc1 | 2.4
COc1ccccc1N1CCN(C2CC(=O)N(c3cc(Cl)cc(Cl)c3)C2=O)CC1 (configuration not stated) | -5.7
O=C(Nc1nc(-c2ccc(Cl)c(Cl)c2)cs1)c1ccc(S(=O)(=O)N2CCOCC2)cc1 | 9.7
Nc1nnnn1CC(=O)OCC(=O)c1ccccc1 | 8.4
Cc1ccc(-c2nc3ncccc3o2)cc1NC(=O)c1ccco1 | 8.0
O=C(CCc1ccccc1)Nc1c[nH]c(=O)[nH]c1=O | -4.4
Cc1cc(NC(=O)c2ccc(-c3ccc([N+](=O)[O-])cc3C)o2)ccc1NC(=O)c1ccco1 | -0.4
COc1ccc(Br)cc1/C=N/OC(C)=O | 6.4
Cc1cc(=O)oc2cc(OCC(=O)c3ccc(Cl)cc3)ccc12 | -3.0

The final 5 entries of the part above come first, to join the parts:
SMILES | ER stress surv
Cc1ccc(-c2nc3ncccc3o2)cc1NC(=O)c1ccco1 | 8.0
O=C(CCc1ccccc1)Nc1c[nH]c(=O)[nH]c1=O | -4.4
Cc1cc(NC(=O)c2ccc(-c3ccc([N+](=O)[O-])cc3C)o2)ccc1NC(=O)c1ccco1 | -0.4
COc1ccc(Br)cc1/C=N/OC(C)=O | 6.4
Cc1cc(=O)oc2cc(OCC(=O)c3ccc(Cl)cc3)ccc12 | -3.0
N#C/C(=C\c1cccc(O)c1)C(=O)NCC1CCCO1 (configuration not stated) | 4.9
COc1cc(C2N(c3ccccc3)CCN2c2ccccc2)ccc1OC(C)=O | -2.6
O=C(/C=C/c1ccc(Cl)cc1Cl)NCc1ccncc1 | 7.9
C=CCn1c(O)c(N=NC(=O)c2ccc3ccccc3n2)c2ccccc21 | 2.9
Cc1cc(C)c2oc(-c3cccc(NC(=O)c4cccc5ccccc45)c3)nc2c1 | 3.9
COc1cccc(NC(=O)c2c(-c3ccccc3Cl)noc2C)c1 | 4.6
CC1(C)Cc2c(sc(NC(=O)COc3ccccc3)c2C#N)CS1 | 3.9
Cc1cc(NS(=O)(=O)c2ccc(Nc3nc(-c4cccs4)cs3)cc2)no1 | -1.6
Cc1cn(S(=O)(=O)c2cc(Cl)ccc2Cl)cn1 | -3.5
COc1ccc(OC)c(NC(=O)c2ccc(-c3ccc(C)c(Cl)c3)o2)c1 | -3.0
O=c1[nH]nc(SCc2c(F)cccc2Cl)c(=O)[nH]1 | 0.6
COc1ccc(Cc2nnc(N)s2)cc1 | 10.8
O=[N+]([O-])c1cc([N+](=O)[O-])c(Nc2ccccn2)nc1Nc1ccccn1 | 6.0
CN(C)CCCNC(=O)COc1ccc(Cl)cc1 | 19.2
Cc1c(NC(=O)COc2ccccc2[N+](=O)[O-])cccc1-c1nc2ncccc2o1 | -2.6
COc1ccc(NC(=O)c2cccc(NC(=O)C(C)(C)C)c2)cc1 | 12.8
O=C(c1cccc(F)c1)N1CCN(Cc2cccc(F)c2)CC1 | 6.4
O=c1nc(/C=C/c2ccc(Cl)cc2)cc(C(F)(F)F)[nH]1 | -7.7
COc1ccc(C(=O)/C=C/C=C(Cl)Cl)cc1 | 4.8
COc1ccc(N2C(=O)C3C(C2=O)N2CCCN2C3c2ccc(Cl)cc2)cc1 (configuration not stated) | 2.1
COc1ccc(Cl)cc1C(=O)Nc1ccccc1F | 1.3
C=CCNC(=O)COc1ccc(C)cc1Br | -4.7
CC(C)(C)c1ccc(OCC(=O)NCc2ccccn2)cc1 | 8.4
COc1ccc(CNC(=O)COc2ccc(Cl)cc2Br)cc1 | 0.0
CCOC(=O)c1c(C)nc(-c2ccccc2)nc1NC(C)=O | 3.8
CCCCC1(C2CCCCC2)Cc2ccccc2-c2nc(SCC(N)=O)[nH]c(=O)c21 (configuration not stated) | 10.0
CCN(CC)c1ccc(/C=C2\C(=O)NC(=O)N(c3cc(C)cc(C)c3)C2=O)o1 | 1.3
Cc1c(Cc2ccccc2)sc(NC(=O)c2ccccc2Br)c1C(N)=O | 12.6
COc1ccccc1NC(=O)N1CCOCC1 | 1.9
O=C(Nc1ncccc1Cl)c1cccc(Cl)c1 | 3.3

Some of these compounds in order of heavy-atom count, low to high:
SMILES | ER stress surv
C=CCNC(=O)COc1ccc(C)cc1Br | -4.7
O=C(Nc1ncccc1Cl)c1cccc(Cl)c1 | 3.3
CCOC(=O)c1c(C)nc(-c2ccccc2)nc1NC(C)=O | 3.8
Cc1c(Cc2ccccc2)sc(NC(=O)c2ccccc2Br)c1C(N)=O | 12.6
CCCCC1(C2CCCCC2)Cc2ccccc2-c2nc(SCC(N)=O)[nH]c(=O)c21 (configuration not stated) | 10.0

Remaining list, next part
SMILES | ER stress surv
CCC(C)NC(=O)CN(c1cccc(Br)c1)S(=O)(=O)c1ccccc1 (configuration not stated) | 9.7
COc1cc(C=C2C(=O)NC(=S)NC2=O)cc(Cl)c1OCCOc1ccccc1 | -1.4
O=C(Nc1ccc(Cl)cc1)c1ccccc1C(F)(F)F | -2.2
CN1C(=O)/C(=C\c2ccc(Sc3ccc(Cl)cc3)o2)SC1=S | 9.0
O=C(O)CC(NC(=O)c1ccco1)c1ccccc1 (configuration not stated) | -0.7

Compound activity deposited in PubChem by Sanford-Burnham Center for Chemical Genomics.

Not all compounds are listed. The share of hits here may be higher or lower than overall.
